ARFGAP1 inh – inhibitors of rat ARFGAP1 GAP activity, primary screen, biochemical, fluorescence polarization, GDP tracer; AID 651572, 2012; ADP-ribosylation factor GTPase-activating protein 1 (Rattus norvegicus), Q62848; inhibition, % at 16.5 µM; Arfgap1-stimulated ARF1 GTP hydrolysis, GDP FP detection; 360,000 compounds, 0.26% hits;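 active means inhibition above a per-plate limit, mean inhibition of low control wells plus 3 SD, cut at about 25% in these data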;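 further: 0% = DMSO wells with enzyme and 100% = wells lacking Arfgap1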
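Repeats: one replicate per compound; assay system: rat Arfgap1 catalytic domain, aa 1-136; times: enzyme reaction 120 min at 25 °C after 20 min preincubation; detection: FP of antibody-bound GDP Alexa 633 tracer, ex 620/em 688 nm; benchmarks: high control wells lacking Arfgap1, low control full reaction with DMSO; reagent: human ARF1(Δ1-17)-GTP substrate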
DDE Tn6 FP inh – inhibitors of Tn6 peptide binding to fibrin DD(E), primary screen, biochemical, fluorescence polarization, human fibrin, Tn6 probe. Fibrin DD(E) TRITC-Tn6 fluorescence polarization displacement. inhibition, % at 8.3 µM. 370,000 compounds, 0.21% hits. AID 720509, 2013;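 active means inhibition above a per-campaign cutoff: mean of compounds within control limits plus 3 SD, cut at about 15% in these data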;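 further: 0% = median of all compound wells on the plate and 100% = blocking peptide control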
PLCg1 inh – PLC-gamma1 enzyme inhibitors, primary screen, biochemical, fluorescence, purified enzyme. 1-phosphatidylinositol 4,5-bisphosphate phosphodiesterase gamma-1 (Homo sapiens), P19174. fluorogenic substrate. inhibition, % at 12.2 µM. 370,000 compounds, 0.84% hits; in the data active means inhibition above about 9.5%
proKLK7 act – proKLK7 zymogen activators, primary screen, biochemical, fluorescence intensity. activation, % at 7 µM. AID 652039, 2013. 370,000 compounds, 0.9% hits. Kallikrein-7 (Homo sapiens), P49862. purified proKLK7, EDANS-DABCYL substrate fluorescence; 100% is mature enzyme control, 0% vehicle;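 active means activation above the mean of all tested compounds plus 3 SD, computed per campaign excluding outliers beyond control limits, cut at about 13% in these data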
NR1D1 modulator – modulators of Rev-erb alpha DNA binding, primary screen, biochemical, FITC-DNA, fluorescence polarization, uHTS; Nuclear receptor subfamily 1 group D member 1 (Homo sapiens), P20393; Rev-erbα–FITC-DNA binding, 90 min; activity, % at 10 µM; 370,000 compounds, 0.79% hits;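 active means activity above about 14%, limit read from the data; passing the limit was not always enough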;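 further: 0% = DMSO wells with 35 nM protein and 100% = DMSO wells with 750 nM protein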
UHRF1 MBD2 ctr – UHRF1 methylated DNA binding inhibitors, primary screen, counter-screen for MBD2 inhibitor project, biochemical, TR-FRET, human UHRF1, single concentration. E3 ubiquitin-protein ligase UHRF1 (Homo sapiens), Q96T88. UHRF1 binding to methylated oligo. inhibition, % at 4.4 µM. 370,000 compounds, 0.75% hits. AID 687016, 2013; in the data active means inhibition above about 21%;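 further: UHRF1 SRA domain binding a hemimethylated CpG hairpin DNA probe; 0% = median of test compound wells and 100% = reference inhibitor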
Tn7 DDE FP – inhibitors of Tn7 peptide binding to fibrin DD(E), primary screen, biochemical, fluorescence polarization, human fibrin, Tn7 probe. inhibition, % at 8.3 µM. 370,000 compounds, 0.13% hits. Fibrinogen beta chain (Homo sapiens), P02675. AID 720508, 2013. FP displacement of FITC-Tn7 peptide from fibrin DD(E); 0% = median of compound wells per plate;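 active means inhibition above the mean of compounds falling within the control limits plus 3 SD of them, cut at about 14% in these data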;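 further: 0% = plate median of compound wells and 100% = 10 µM Aha-Tn7 peptide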
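Test system: human clot-derived fibrin DD(E) complex / Quantity: 2 µM final DD(E) protein / Incubation: 10 min plus 3 h, room temperature / Measured by: fluorescence polarization / Benchmarks: high control of 10 µM Aha-Tn7 peptide / Replicates: singlicate testing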
ASAP1 GAP inh – inhibitors of human ASAP1 ArfGAP activity, primary screen, biochemical, fluorescence polarization | ASAP1-stimulated ARF1 GTP hydrolysis, GDP FP detection | inhibition, % at 16.5 µM | 360,000 compounds, 0.19% hits; in the data active means inhibition above about 25%;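 further: 0% = vehicle with enzyme and substrate and 100% = no enzyme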
PLC-beta3 inh – human PLC-beta3 inhibitors, primary screen, biochemical, fluorescence | 1-phosphatidylinositol 4,5-bisphosphate phosphodiesterase beta-3 (Homo sapiens), Q01970 | Purified PLC-beta3, fluorogenic substrate | inhibition, % at 12.2 µM | 370,000 compounds, 0.18% hits | AID 720704, 2013; in the data active means inhibition above about 11%;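 further: 0% = median of compound wells on plate and 100% = full blocker control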
Target sequence (Q01970 whole entry, looked up): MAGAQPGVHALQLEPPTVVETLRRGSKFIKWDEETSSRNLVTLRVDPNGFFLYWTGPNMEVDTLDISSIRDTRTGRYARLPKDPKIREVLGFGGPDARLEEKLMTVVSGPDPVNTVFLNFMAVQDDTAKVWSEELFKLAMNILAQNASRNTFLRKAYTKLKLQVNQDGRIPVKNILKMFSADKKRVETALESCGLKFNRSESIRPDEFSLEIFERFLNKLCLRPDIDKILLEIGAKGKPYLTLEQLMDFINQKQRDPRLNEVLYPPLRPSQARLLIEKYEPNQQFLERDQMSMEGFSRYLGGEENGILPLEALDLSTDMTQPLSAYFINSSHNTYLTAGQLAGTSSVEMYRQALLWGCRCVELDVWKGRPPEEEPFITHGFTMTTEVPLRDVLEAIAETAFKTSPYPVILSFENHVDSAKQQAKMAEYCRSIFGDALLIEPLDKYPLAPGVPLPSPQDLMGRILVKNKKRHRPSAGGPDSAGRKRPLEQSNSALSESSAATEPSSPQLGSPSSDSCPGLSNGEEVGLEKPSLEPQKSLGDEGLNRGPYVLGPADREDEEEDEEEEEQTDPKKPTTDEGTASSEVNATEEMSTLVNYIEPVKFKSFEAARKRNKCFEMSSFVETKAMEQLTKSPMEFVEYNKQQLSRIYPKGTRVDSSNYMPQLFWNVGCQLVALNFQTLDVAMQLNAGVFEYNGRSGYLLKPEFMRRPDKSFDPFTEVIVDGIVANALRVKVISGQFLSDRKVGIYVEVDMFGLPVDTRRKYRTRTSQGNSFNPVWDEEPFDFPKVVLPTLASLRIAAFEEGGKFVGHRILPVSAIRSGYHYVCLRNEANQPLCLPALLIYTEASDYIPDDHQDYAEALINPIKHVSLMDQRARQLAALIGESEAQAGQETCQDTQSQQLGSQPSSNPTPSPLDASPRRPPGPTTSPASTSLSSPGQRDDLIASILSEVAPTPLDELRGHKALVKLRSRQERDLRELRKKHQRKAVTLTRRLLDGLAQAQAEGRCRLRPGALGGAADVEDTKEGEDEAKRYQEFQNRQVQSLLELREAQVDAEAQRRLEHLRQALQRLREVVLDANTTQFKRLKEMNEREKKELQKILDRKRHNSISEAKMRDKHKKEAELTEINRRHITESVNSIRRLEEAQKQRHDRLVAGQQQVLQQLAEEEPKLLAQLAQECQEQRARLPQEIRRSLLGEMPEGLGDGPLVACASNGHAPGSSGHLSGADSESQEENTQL
sPLA2-III inh – human group III sPLA2 inhibitors, primary screen, biochemical, QFRET, BODIPY PC-A2 liposome substrate | Group 3 secretory phospholipase A2 (Homo sapiens), Q9NZ20 | QFRET BODIPY PC-A2 liposome hydrolysis, fluorescence | inhibition, % at 12.2 µM | 370,000 compounds, 0.56% hits | AID 743126, 2013;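 active means inhibition above mean plus 3 SD of compounds lying within the high and low control bounds, cut at about 19% in these data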;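 further: 0% = median of test compound wells and 100% = no enzyme DMSO wells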
Numbers without * were called inactive; i = inactive.

SMILES	ARFGAP1 inh	DDE Tn6 FP inh	PLCg1 inh	proKLK7 act	NR1D1 modulator	UHRF1 MBD2 ctr	Tn7 DDE FP	ASAP1 GAP inh	PLC-beta3 inh	sPLA2-III inh
Cc1ccc(C(=O)/C=C/c2ccc(-c3ccc(C)cc3)o2)cc1	5	-1	-23	0.4	-3	1	2	-4	-27	-8
COc1ccc(Nc2nc3cc(-c4ccccc4C)sc3c(=O)n2C)cc1OC	21	11	-11	2.7	4	-1	-1	6	-12	-11
Cc1cc(C(=O)CSc2nnc(-c3ccccc3)n2C)c(C)n1C	3	0	0	-0.5	0	0	-5	-4	-4	0
S=c1[nH]nc(COc2ccccc2)n1/N=C/c1ccco1	-7	5	-3	-0.4	2	1	2	6	-3	10
CCOc1ccc(NC(=O)CN(C)c2ccc(S(=O)(=O)N3CCOCC3)cn2)cc1OCC	3	10	2	-0.3	6	41*	-1	5	2	1
CN(C)c1ccc(/C=N/NC(=O)CNC(=O)c2ccco2)cc1	-4	-2	-29	5.7	-1	6	-1	2	-46	0
C=C(C)Cn1c(C)cc(C)c(S(=O)(=O)c2ccc(C)cc2)c1=O	-4	-4	1	0.5	4	4	3	11	-6	2
CS(=O)(=O)c1ccccc1C(=O)Nc1cc2c(cc1C(=O)O)OCCCO2	9	4	-4	0.4	2	-2	10	0	-6	-2
c1ccc2c(c1)NC1(CCCCC1)n1c-2nc2ccccc21	0	-1	i	63*	-6	-3	-12	13	i	0
CCOCCCNC(=O)c1cc2c(=O)n3ccccc3nc2s1	0	-8	i	41*	-1	-5	-4	0	i	3
CC(C)(C)c1ccc(C(=O)CCC(=O)OCC(=O)NCCc2ccc(S(N)(=O)=O)cc2)cc1	-2	-4	3	0.1	-1	1	1	-6	-6	-29
CN(C)S(=O)(=O)c1ccc(C(=O)OCC(=O)Nc2ccc(OC(F)F)cc2)cc1	9	5	1	0.3	-2	-1	-2	3	-2	-5

Some of the entries so far, with two lines to a compound:
Under each structure: ARFGAP1 inh, DDE Tn6 FP inh, PLCg1 inh, proKLK7 act, NR1D1 modulator, UHRF1 MBD2 ctr, Tn7 DDE FP, ASAP1 GAP inh, PLC-beta3 inh, sPLA2-III inh
Cc1cc(C(=O)CSc2nnc(-c3ccccc3)n2C)c(C)n1C
  3, 0, 0, -0.5, 0, 0, -5, -4, -4, 0
S=c1[nH]nc(COc2ccccc2)n1/N=C/c1ccco1
  -7, 5, -3, -0.4, 2, 1, 2, 6, -3, 10

Next records:
SMILES	ARFGAP1 inh	DDE Tn6 FP inh	PLCg1 inh	proKLK7 act	NR1D1 modulator	UHRF1 MBD2 ctr	Tn7 DDE FP	ASAP1 GAP inh	PLC-beta3 inh	sPLA2-III inh
CCOc1ccc(NC(=O)N(CCN2CCOCC2)Cc2ccc3c(c2)CCCN3CC)cc1	-9	3	3	0.5	3	3	-1	-1	-5	4
Cc1noc(C)c1S(=O)(=O)N(C)C[C@H]1Oc2ccc(NC(=O)NC3CCCCC3)cc2C(=O)N([C@H](C)CO)C[C@@H]1C	7	1	1	0.7	0	1	2	13	-1	-8
Cc1ccc(C(=O)Nc2scc(-c3ccccc3)c2C(=O)O)cc1	-3	0	-61	-0.1	0	3	-3	-3	-85	-9
COc1ccc(N2C(=O)c3n[nH]c(C)c3C2c2ccccc2)cc1 (configuration not stated)	3	-1	0	0.3	0	0	-5	3	6	0
O=C(NCC(=O)N1CCC2(CC1)NCCc1[nH]cnc12)c1ccccc1F	1	-10	3	0.3	2	3	-4	6	-1	8
CC(C)(C)CC(C)(C)NC(=O)c1ccc2snnc2c1	10	0	1	-0.1	2	0	-2	-3	-7	7
O=C1OC(N2CCN(C(=O)c3ccco3)CC2)c2ccccc21 (configuration not stated)	5	4	0	0.2	1	0	4	5	-2	-2
CN(CC(=O)Nc1ccc(Cl)cc1)C(=O)CNC(=O)c1cccs1	10	-2	2	0.5	0	-1	-5	4	-5	2
COc1ccc(C(=O)/C=C/Nc2cc(C)on2)cc1	-6	-3	-11	0.7	-3	1	4	3	-16	-12
Cc1ccc(C)c(S(=O)(=O)N2CCCOC2CNC(=O)C(=O)NCc2cccnc2)c1 (configuration not stated)	6	1	-3	0.1	-5	1	0	-14	-5	4
O=C(Oc1cc(-c2ccccc2)no1)c1ccc(F)cc1	-5	0	-1	0.4	2	2	-2	8	1	-5
COC(=O)c1ccccc1S(=O)(=O)N1CCC(C(=O)N(C)CCOc2ccccc2)CC1	4	-3	2	0.6	0	5	0	2	-2	-3
CCOC(=O)Cc1csc(NC(=O)CSc2nnc(-c3ccncc3)n2Cc2ccco2)n1	0	-5	3	0.1	-4	0	3	-6	0	-2
COC(=O)c1c(NC(C)=O)sc(C(=O)Nc2ccccc2OC)c1C	4	6	-2	-3.7	33*	0	0	2	-1	3
CCN1C(=O)/C(=C/N(C)c2ccccc2)OC1=S	7	-2	3	0.6	4	0	-8	-15	4	4
O=C(Cc1ccc(Cl)cc1)NCCCNC(=O)c1cccnc1	7	1	0	-0.5	-4	2	3	-1	-6	14
Cn1ncc([N+](=O)[O-])c1C(=O)N/N=C/c1ccc(F)cc1	-10	4	3	-0.5	3	0	-2	-6	1	2
Cc1cc(C)n2nc(SCC(=O)NC(=O)c3ccccc3)nc2n1	4	-2	1	-0.7	-6	-2	2	0	-5	11
COc1cc2c(cc1OC)-c1cc(NCc3ccccn3)nc(=O)n1CC2	0	9	-70	-0.2	-2	-1	2	7	-93	4
O=C1c2ccccc2C(Nc2ccc(Cl)cn2)N1c1cccnc1 (configuration not stated)	2	4	0	0.7	-5	0	-3	12	0	-8
CCc1cc(S(=O)(=O)N2CCN(C(=O)c3ccco3)CC2)ccc1OC	6	1	-2	0.1	-8	-2	0	12	-3	-4
CC1(C)C(=O)Nc2ccccc2N1C(=O)COC(=O)c1cc(S(C)(=O)=O)ccc1Cl	14	3	8	0.0	1	3	3	-5	-4	11
Cc1cccc2sc(NC(=O)C3CCN(C(=O)c4ccco4)CC3)nc12	-1	1	-1	0.0	0	-2	6	-6	-4	-5
O=C(NCc1ccccc1)C1c2ccccc2OCC(=O)N1Cc1ccccc1 (configuration not stated)	8	-2	-3	0.2	2	4	-5	4	2	-6

The list goes on, overlapping the part above by two compounds.
SMILES	ARFGAP1 inh	DDE Tn6 FP inh	PLCg1 inh	proKLK7 act	NR1D1 modulator	UHRF1 MBD2 ctr	Tn7 DDE FP	ASAP1 GAP inh	PLC-beta3 inh	sPLA2-III inh
Cc1cccc2sc(NC(=O)C3CCN(C(=O)c4ccco4)CC3)nc12	-1	1	-1	0.0	0	-2	6	-6	-4	-5
O=C(NCc1ccccc1)C1c2ccccc2OCC(=O)N1Cc1ccccc1 (configuration not stated)	8	-2	-3	0.2	2	4	-5	4	2	-6
Cc1n[nH]c(=O)c2c(NC(=O)COC(=O)Cc3c(F)cccc3Cl)oc(C)c12	-7	1	3	-0.5	-2	1	-3	-10	-7	9
COc1ccc(NC(=O)c2cc(C3CCCCN3C(=O)C3CC3)on2)c(C)c1 (configuration not stated)	-7	-4	-2	0.3	5	0	-9	5	0	-4
CCOc1cccc(CN(CC)CC2CCCN(CCc3cccc(OC)c3)C2)c1O (configuration not stated)	2	8	2	0.3	-5	-2	-3	8	3	-18
CCOC(=O)c1cc(NC(=O)N2CCCCC2)c(C)nc1C	-9	1	-3	-0.4	-5	10	3	2	-5	-2
COc1ccc(S(=O)(=O)NC2CCCCCC2)c(OC)c1	5	-4	-3	-0.3	-1	-2	3	1	-6	2
CN(C)C(=O)c1cc(C(=O)c2ccccc2C(F)(F)F)c[nH]1	2	-2	1	0.2	0	6	1	9	1	10
CN(C)S(=O)(=O)c1cccc(NC(=O)C2CCN(S(=O)(=O)c3cccs3)CC2)c1	2	-4	2	-0.3	-4	14	14*	-8	1	-13
O=C(Nc1ccc(OCc2ccccc2)cc1)c1ccccc1	1	11	2	0.3	-7	65*	6	3	2	0
COC(=O)c1ccc(C(=O)OC)c(NC(=S)N2CCN(c3ccccn3)CC2)c1	2	1	-103	5.0	0	15	-5	-23	-152	-1
CC12CCC(C(=O)NCCCN3CCOCC3)(C(Br)C1=O)C2(C)C (configuration not stated)	-3	-1	4	-0.2	-4	5	4	3	0	21*
CCOC(=O)c1cc(-c2ccc(C)cc2)nc2nc(SC)[nH]c(=O)c12	3	2	-149	5.1	1	-1	0	-5	-154	7
O=C(NC1CCCC1)C(c1ccc(F)cc1)N(C(=O)c1csnn1)c1ccccc1F (configuration not stated)	8	-9	4	-0.7	-4	-1	-1	-10	-1	3
O=C(c1cc(-c2ccccc2O)on1)N1CCCC1	-6	-1	-3	0.2	4	3	-5	7	-2	5
COc1cc(OC)cc(C(=O)NCC(=O)N2CCN(c3ccc(O)cc3)CC2)c1	-2	-5	-4	1.1	-3	1	0	0	-17	-1
COc1ccc(C(=O)COC(=O)CNS(=O)(=O)c2ccc(C)cc2)cc1	8	-2	0	0.9	-5	-2	-7	-5	-1	-13
CC(=O)c1ccc(N2CCN(C(=O)c3ccc(NC(=O)C4CCCO4)cc3)CC2)cc1 (configuration not stated)	-4	-2	-6	0.6	-2	2	-6	-2	-7	2
Cc1ccc(NC(=O)N[C@H](C(=O)O)C(C)C)c(C)c1	10	-7	-1	-0.6	0	1	4	13	-10	11
COc1ccccc1C(=O)NCCC(=O)NCCOc1ccc(C)cc1	0	2	1	0.1	-1	4	5	5	3	10
O=C(NCc1ccc(F)cc1)C(c1cccs1)N(C(=O)c1csnn1)C1CC1 (configuration not stated)	13	-4	2	-0.4	1	0	-1	-13	0	-1
CCOC(=O)c1ccc(NC(=S)N(CCN2CCCCCC2)Cc2ccco2)cc1	-8	6	0	0.3	-2	-2	3	-1	-3	3
Nc1nc(-c2ccc(S(=O)(=O)N3CCCCC3)cc2)cs1	2	1	-235	-0.3	-1	-2	-5	4	-286	2
COc1ccc(NC(=O)CSc2c(C)nn(-c3nnc(C)c(=O)[nH]3)c2C)cc1	-2	3	-1	0.2	3	1	-7	-6	1	-3
Cc1cc(NC(=O)c2ccc(-c3ccccc3[N+](=O)[O-])o2)no1	5	-5	-2	-0.4	-4	0	-1	-10	-5	-2
NC(=O)c1cc([N+](=O)[O-])ccc1NCc1ccc(F)cc1	3	-3	0	-0.3	1	-4	5	2	1	-1

Bioassay records as filed in PubChem BioAssay.
